Compound activity deposited in PubChem BioAssay by National Center for Advancing Translational Sciences (NCATS).
ERG Ets-DNA blk: ERG Ets/DNA interaction inhibition; AID 624246; fluorescence polarization, His-ERG Ets domain / labelled DNA; 370,000 tested, 0.028% active; Potency, µM (top dose mostly 76.9 µM), without a hit: at the highest dose FP activity, negative = inhibition, actives largely listed as inhibitors; active = well fitted inhibition curve with a large enough effect in the polarisation, with a control signal flat; inconclusive = small, poorly fitted or top-dose-only effect, or effect the other way, or a change in a side signal; inactive = no such curve, though single readings can be large or run the other way; the % refers to the polarisation;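 also: polarization taken with two DNA probes labelled with fluorescein and Texas red; % of control where 0% means no effect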
Target sequence (P11308 whole entry, looked up, the tested form may be a part): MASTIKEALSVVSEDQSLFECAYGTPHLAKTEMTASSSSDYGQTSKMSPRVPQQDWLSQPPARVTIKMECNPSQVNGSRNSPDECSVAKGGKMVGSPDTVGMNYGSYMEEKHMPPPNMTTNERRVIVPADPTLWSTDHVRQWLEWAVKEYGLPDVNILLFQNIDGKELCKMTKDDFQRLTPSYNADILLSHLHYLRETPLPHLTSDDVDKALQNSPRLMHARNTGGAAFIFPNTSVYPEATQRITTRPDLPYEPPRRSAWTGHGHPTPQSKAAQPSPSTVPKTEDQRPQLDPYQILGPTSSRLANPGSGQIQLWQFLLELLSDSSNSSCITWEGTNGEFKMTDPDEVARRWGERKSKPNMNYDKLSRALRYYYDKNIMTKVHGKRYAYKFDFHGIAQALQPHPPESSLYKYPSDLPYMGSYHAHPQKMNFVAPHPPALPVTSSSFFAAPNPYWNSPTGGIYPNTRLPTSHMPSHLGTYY
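His-tagged ERG Ets domain (1 uM in the protein solution; 300mM KCl, 50mM Tris-HCl, 1mM EDTA, 1mM DTT, pH 7.5) received compound, then a probe mix of 5 nM fluorescein-DNA and 100nM Texas-615-DNA. Fluorescence polarization was read for both dyes.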
GLS inhibitor: glutaminase GLS (human) inhibition; O94925; GLS enzymatic activity, qHTS titration; Potency, µM (series often up to 45.5 µM), inactives show top-dose activity change, negative = inhibition, usual class: inhibitors; 410,000 tested, 0.21% active; AID 624170; also: % is scaled to controls: 0 for no effect and ±100 for the full control effect
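hKGA in 45 mM KH2PO4 (pH 8.2), 0.02% Tween-20 with compound, then 1mM L-Glutamine (stock as added) plus glutamate oxidase/HRP/Amplex red coupling mix. Fluorescence read initially and after 30 min at RT; signal change reflects glutamate formation.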
PGK inhibitor: inhibitors of T. brucei phosphoglycerate kinase | P07378 | PGK/GAPDH coupled, Kinase-Glo luminescence, 60 min | Potency, µM (doses to about 57.5 µM), without a hit: at the highest dose activity change, negative = inhibition, actives largely listed as inhibitors | 380,000 tested, 0.043% active | AID 602233; also: % is scaled to controls: 0 for no effect and ±100 for the full control effect; nearly all actives have a fitted effect of over 60% in size
Target sequence (P07378 whole entry, looked up): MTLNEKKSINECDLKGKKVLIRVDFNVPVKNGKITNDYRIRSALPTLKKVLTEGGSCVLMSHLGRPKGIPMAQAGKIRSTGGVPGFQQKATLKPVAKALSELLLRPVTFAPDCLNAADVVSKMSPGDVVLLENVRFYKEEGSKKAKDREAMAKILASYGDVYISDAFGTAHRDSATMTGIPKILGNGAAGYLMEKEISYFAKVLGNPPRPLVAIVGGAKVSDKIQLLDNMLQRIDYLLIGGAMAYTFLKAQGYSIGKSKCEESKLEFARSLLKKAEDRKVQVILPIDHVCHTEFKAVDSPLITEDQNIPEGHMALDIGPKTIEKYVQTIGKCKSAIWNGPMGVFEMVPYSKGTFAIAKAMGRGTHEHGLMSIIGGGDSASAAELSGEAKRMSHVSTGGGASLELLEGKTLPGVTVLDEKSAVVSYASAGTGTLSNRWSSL
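Recombinant glycosomal PGK reaction used 1,3-bisphosphoglycerate generated in-well by GAPDH (100nM final) in 100mM TEA pH 7.6, 5mM MgCl2, 0.01% Tween-20. After 60 minutes at room temperature, ATP was read by Kinase-Glo Plus luminescence end-point.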
ALOX12 inh: inhibitors of human 12S-lipoxygenase ALOX12. P18054. purified 12hLO, xylenol orange hydroperoxide absorbance. Potency, µM (highest dose often 108 µM), for inactives: at the top dose activity change, negative = inhibition, usual class: inhibitors. 580,000 tested, 1.1% active. AID 1671190; also: % is scaled to controls: 0 for no effect and ±100 for the full control effect
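Purified human 12hLO at 150 nM in 25 mM Hepes, 0.01% Triton X-100, pH 7.0, preincubated 15 min at room temperature with compound. Reaction started with 40 uM arachidonic acid, 30 min at room temperature. Hydroperoxide measured by Fe-xylenol orange, 573/405 nm absorbance ratio.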
HP1b chromo inh: blocks HP1-beta chromodomain binding to methylated histone tails | AlphaScreen HP1-beta / biotin-H3K9me3 peptide binding | P83916 | Potency, µM (titrated, usually from 114 µM), without a hit: at the top dose activity change, negative = inhibition, usual class: inhibitors | 390,000 tested, 0.56% active; also: nearly all actives have a fitted effect of over 70% in size; inactives centre near 23
Target sequence (P83916 whole entry, looked up): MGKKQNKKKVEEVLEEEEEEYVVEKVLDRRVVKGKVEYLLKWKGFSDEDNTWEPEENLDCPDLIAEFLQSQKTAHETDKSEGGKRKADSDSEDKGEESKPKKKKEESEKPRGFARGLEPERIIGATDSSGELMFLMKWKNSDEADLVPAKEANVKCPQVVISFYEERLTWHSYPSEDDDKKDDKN
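Compound inhibition of the preformed complex between 50 nM HP1-beta and 50 nM biotinylated H3K9me3 peptide was read by AlphaScreen. Buffer was PBS pH 7.4 with 0.01% Tween-20. Incubations ran 30 min at room temperature, with 10 ug/mL donor/acceptor beads.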
JMJD2A Tudor: inhibitors of human JMJD2A Tudor domain; O75164; AlphaScreen JMJD2A-Tudor / H3K4me3 peptide binding; Potency, µM (series often up to 114 µM), for the others: top-dose activity change, negative = inhibition, hits mostly inhibitors; 390,000 tested, 4.4% active; AID 504339; also: % is scaled to controls: 0 for no effect and ±100 for the full control effect; nearly all actives have a fitted effect of over 50% in size
rTrxR1 inhibitor: blocks rat thioredoxin reductase 1; 390,000 tested, 1% active; recombinant rTrxR1, NADPH fluorescence consumption, selenite substrate; O89049; Potency, µM (doses to about 114 µM), without a hit: at the highest dose activity change, negative = inhibition, actives largely listed as inhibitors; also: % is scaled to controls: 0 for no effect and ±100 for the full control effect; nearly all actives have a fitted effect of over 65% in size
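Rat TrxR1 (90 nM in the dispensed reagent) was pre-reduced with 400 uM NADPH for 5 min at room temperature, then incubated with compound for 15 min. After 400 uM selenite was added, NADPH fluorescence (Ex 340/Em 450 nm) was followed for 8 min.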
RGS4 inhibitor: inhibitors of human regulator of G protein signaling 4 | Transcreener GDP fluorescence polarization, RGS4-accelerated GTP hydrolysis | P49798 | Potency, µM (top dose mostly 114 µM), without a hit: at the highest dose activity change, negative = inhibition, usual class: inhibitors | 390,000 tested, 0.039% active; also: % is scaled to controls: 0 for no effect and ±100 for the full control effect; nearly all actives have a fitted effect of over 75% in size; some results filed as inactive show a strong effect at the top dose
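MLSMR compounds (23 nl, pin-transferred) preincubated 10 min at room temperature with a 500nM (2x) first reagent, then RGS4 at 900nM (2x) plus Transcreener GDP mix added; fluorescence polarization (620/688 nm) read before and after 90 min at 30 °C.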
Pin1 inh: blocks the human prolyl isomerase Pin1; Q13526; Pin1 FP peptide displacement, HiFluor488, 10 min; Potency, µM (doses to about 115 µM), for the others: top-dose activity, negative = inhibition, most hits filed as inhibitors; 390,000 tested, 0.009% active; AID 504891; active = well fitted inhibition curve with a large enough effect in the polarisation, with a control signal flat, not every such curve was filed as active; inconclusive = small, poorly fitted or top-dose-only effect, or effect the other way, or a change in a side signal; inactive = no such curve, though single readings can be large or run the other way; the % refers to the polarisation; also: % is scaled to controls: 0 for no effect and ±100 for the full control effect
An asterisk follows results filed as active; i = inactive; ? = inconclusive; · = no result given; & = joins results of further samples; [ ] = remark or other dose. Unless noted, calls follow the shape of the dose curve; as a rule, active = well fitted curve in the direction sought with a large enough effect; inconclusive = small, poorly fitted or top-dose-only effect, or another doubt; inactive = no such curve, though single readings can be large; an effect the other way counts as inactive or inconclusive. Potency is read from the fitted curve at half-maximal effect.

SMILES	ERG Ets-DNA blk	GLS inhibitor	PGK inhibitor	ALOX12 inh	HP1b chromo inh	JMJD2A Tudor	rTrxR1 inhibitor	RGS4 inhibitor	Pin1 inh
C=C(C1=CCN(S(=O)C(C)(C)C)[C@@H]1CCO)c1ccccc1 (stereo partly specified)	7%	1%	-8%	?	4%	-6%	14%	-11%	4%
CCOc1ccccc1/C=N/NC(=O)c1ccc(Cn2cc([N+](=O)[O-])cn2)o1	2%	2%	-4%	-22%	-7%	-20%	-13%	28%	1%
Cc1cc(NS(=O)(=O)c2ccc(NC(=O)C(CC(C)C)N3C(=O)c4ccccc4C3=O)cc2)nc(C)n1 (stereo unspecified)	3%	3%	-10%	0%	28%	-28%	21%	28%	-6%
Cc1c(NC(=O)C2CCN(S(=O)(=O)c3ccc(Cl)cc3)CC2)c(=O)n(-c2ccccc2)n1C	-5%	-3%	-5%	7%	19%	-7%	29%	10%	-4%
O=C(Nc1ccc(Nc2ccccc2)cc1)c1cc([N+](=O)[O-])ccc1Cl	-2%	17%	-2%	17%	19%	?	28%	15%	4%
Cc1cc(Oc2ccc(C#N)cc2)nc(NCc2ccccc2)n1	1%	?	-9%	-24%	4%	?	-2%	-82%[11.4 µM]	-1%
CC(=O)c1c(C)[nH]c(C(=O)OCC(=O)Nc2ccc3[nH]c(=O)[nH]c3c2)c1C	-6%	0%	i	-21%	36%	-28%	-4%[57.1 µM]	-10%	?
O=C(Cn1ncc2c3ccccc3n(Cc3ccccc3)c2c1=O)Nc1ccccc1C(F)(F)F	-1%	1%	-10%	-23%	42%	-10%	25%	-3%	25%
NC(=O)C1CCN(c2nc(-c3ccccc3)nc3c2oc2ccccc23)CC1	·	13%	-8%	?	56%[activator]	2%	20%	-35%	-15%
COc1cc(OC)c(OC)cc1CN1CCN(Cc2cccc(F)c2)CC1	1%	-10%	-5%	?	-15%	56µM*	38%	-30%	5%
CCc1nn(C)c(-c2n[nH]c(=S)n2N)c1Cl	3%	15%	0%	?	15%	35µM*	-29%	-27%	-6%
Cc1cc(OCC(=O)NCC(O)c2ccccc2)c2c(C)c(C)c(=O)oc2c1 (stereo unspecified)	5%	-2%	-5%	28%	29%	-18%	16%	9%[11.4 µM]	0%
CCN(CC)C(=O)c1ccccc1NS(=O)(=O)c1ccc(C)cc1	10%	11%	-5%	21%	31%[activator]	2%	21%	14%	-4%
Cc1nnc(SCC(=O)N(CC(C)C)C2CCS(=O)(=O)C2)s1 (stereo unspecified)	10%[15.4 µM]	10%	1%	-28%	25%	-5%	12%	-8%	-10%
CCOC(=O)Cc1csc(NC(=O)CSc2nncn2C)n1	-6%	9%	1%	14%	9%	-8%	7%	4%	0%
c1ccc2c(CSc3ncnc4nc[nH]c34)cccc2c1	-2%	4%	18%	-5%&-7%	6%	-26%	9%[57.1 µM]	14%	-5%
O=c1[nH]cnc2cc(-c3ccc(Br)cc3)sc12	-9%	-20%	-2%	?	4%	-9%	4%[57.1 µM]	?	37%[activator]
CCOC(=O)C1=C(C)NC(C)=C(C(=O)OCC)C1c1cccs1	6%	-8%	i	-2%	43%[activator]	-1%	-19%	-11%	1%
O=C(Nc1cc(N2CCOCC2)ncn1)NC1(C(F)(F)F)Oc2ccccc2O1	6%	-22%	i	-13%	19%	89µM*	?	-32%	5%
O=c1c([N+](=O)[O-])c(O)c2ccccc2n1Cc1ccccc1	-5%	20%	-1%	-12%	18%	-28%	2%[57.1 µM]	-32%	-6%
CC(=O)c1ccc(OCc2cc(C(=O)N(C)Cc3cc(C)no3)no2)cc1	1%	-2%	-5%	-18%	39%	-3%	-1%	12%	-1%
COc1ccc(C(=O)CSc2ccc(-c3ccco3)nn2)cc1	·	7%	3%	-26%	22%	-32%	?	-31%	5%
COc1cc(C(=O)Nc2ccccc2C(=O)NCc2cccnc2)cc(OC)c1OC	13%	3%	-7%	20%	8%	-4%	24%[57.1 µM]	-14%	0%
C/C(=N\Nc1ccc(S(N)(=O)=O)cc1[N+](=O)[O-])c1cccnc1	15%	4%	6%	-6%	3%	-24%	6%[57.1 µM]	22%	5%
COCCCNC(=O)c1ccccc1Sc1ccc(NC(C)=O)nc1	3%	-2%	i	-8%	41%[activator]	-4%	12%	-1%	-12%
Cc1ccc(CCNC(=O)c2sc3ncccc3c2-n2cccc2)cc1	0%	5%	-12%	-5%	11%[57 µM]	?	23%[57.1 µM]	-25%	-1%
CSc1cccc(NC(=S)N(Cc2ccccc2)Cc2cccnc2)c1	-10%	-13%	-10%	13%	15%	-33%	19%[57.1 µM]	-8%	3%
Cc1cc(C)c2nc(N3C(=O)C(O)=C(C(=O)c4ccco4)C3c3cccc(O)c3)sc2c1 (stereo unspecified)	7%	-26%	-5%	25µM*	-9%	?	?	?	-22%
Cc1cccc(OCC(=O)N(Cc2ccc(C(C)(C)C)cc2)Cc2ccco2)c1	?	-18%	-9%	-6%	86%[activator]	7%	25%	-8%	42%[activator]
COc1ccc(S(=O)(=O)NCC(c2ccc3c(c2)OCO3)N2CCN(c3ccccc3)CC2)cc1 (stereo unspecified)	-1%	-3%	-1%	-11%	32%	-28%	12%[57.1 µM]	-9%	5%
CCOC(=O)C1C(=O)CC(C)(O)C(C(=O)OCC)C1c1ccc2c(c1)OCO2 (stereo unspecified)	1%	10%	0%	0%	22%	6%	5%	1%	-3%
O=Cc1c[nH]c2cccc(OCc3ccccc3)c12	4%	3%	i	-18%	-5%	-17%	7%	-4%	8%
O=C(c1cn(-c2ccccc2)nc1-c1cccc(Br)c1)N1CCOCC1	4%	4%	i	15%	45%	-5%	18%[57.1 µM]	-8%	0%
Cn1c(=N)n(CC(O)c2cccs2)c2ccccc21 (stereo unspecified)	1%	9%	-6%	6%	44%[activator]	3%	17%[57.1 µM]	-1%	-6%
CCc1ccc(NC(=O)CN(Cc2ccccc2)S(=O)(=O)c2ccc3nc(C)sc3c2)cc1	2%	-5%	-2%	5%	53%[activator]	2%	-1%[57.1 µM]	-13%	9%
CCCCn1c(SCC(=O)Nc2nccs2)nc2ccccc2c1=O	-2%	7%	-2%	?	11%	-20%	-3%	0%	6%
C=CCS/C(N)=N\N=C\c1c(O)ccc2ccccc12	-9%	12%	-11%	?	67%[activator]	-15%	15%	5%	5%
CCn1c(SCc2ccc(Cl)c(Cl)c2)nnc1C(C)NC(=O)c1ccc(OC)cc1 (stereo unspecified)	3%	3%	-2%	-8%	12%	-13%	-7%	12%	-1%
COc1cc(Cl)c(C)cc1NC(C)C(=O)Nc1cc(C(F)(F)F)ccc1N1CCOCC1 (stereo unspecified)	-11%	-10%	-8%	-12%	8%	-27%	-13%	-25%	-1%
CC(=O)Nc1cccc(C(=O)/C=C/c2ccc(N(C)C)cc2)c1	·	-5%	-3%	-27%	80%[activator]	12%	-20%	-49%	?
O=C(Cc1ccc(Cl)cc1)Nc1ccc(Br)cn1	-10%	-3%	-5%	13%	60%[activator]	32%	20%	3%	0%
COCCN(CCOC)C(=O)C1CCCN(S(=O)(=O)c2ccc(NC(=O)OC)cc2)C1 (stereo unspecified)	0%	21%	4%	-9%	39%[activator]	-6%	8%	3%	-12%
O=C(NNC(=O)c1cc2ccccc2o1)c1ccc(Cl)cc1	3%	1%	-15%	0%	37%	-12%	-3%[57.1 µM]	-8%	-6%
CC(C)[C@@H](N)C(=O)N/N=C/c1ccc2nccnc2c1	-15%	2%	i	157%[activator]	33%	-6%	6%[57.1 µM]	-5%	1%
COc1cccc2cc(-c3cn4ccc(C)cc4n3)c(=O)oc12	-8%	-8%	·	-9%	27%	-6%	16%	-32%	-2%
Cn1cc(Br)c(C(=O)Nc2ncc(Br)s2)n1	14%	-12%	i	2%	42%[activator]	1%	2%	3%	12%
Cc1ccc(Nc2nc3nonc3nc2Nc2cccc(C(F)(F)F)c2)cc1Cl	-5%	5%	9%	?	5%	?	8%	-3%	-2%
NS(=O)(=O)c1ccc(CCNC(=O)C(=O)NCC2OCCN2S(=O)(=O)c2cccs2)cc1 (stereo unspecified)	-4%	-3%	12%	-3%	50%[activator]	-4%	14%	1%	?
CNC(=O)c1cccc(N2CCCC2=O)c1	-1%	2%	3%	-1%	32%[activator]	-5%	10%	-26%	2%
Cc1cccc(N2CCN(C(=O)c3ccc(CNc4c(N5CCC(C)CC5)c(=O)c4=O)cc3)CC2)c1C	10%	-29%	1%	-23%	-10%	-23%	-2%[57.1 µM]	5%	0%
Cc1c(C(C)C)c(=O)n(-c2ccc(S(=O)(=O)NC3CC3)cc2)n1C	25%	-5%	-2%	-23%	28%	?	23%[57.1 µM]	-32%	-2%

Part of the list above, as a markdown table:
| molecule | ERG Ets-DNA blk | GLS inhibitor | PGK inhibitor | ALOX12 inh | HP1b chromo inh | JMJD2A Tudor | rTrxR1 inhibitor | RGS4 inhibitor | Pin1 inh |
| --- | --- | --- | --- | --- | --- | --- | --- | --- | --- |
| C=CCS/C(N)=N\N=C\c1c(O)ccc2ccccc12 | -9% | 12% | -11% | ? | 67%[activator] | -15% | 15% | 5% | 5% |
| CCn1c(SCc2ccc(Cl)c(Cl)c2)nnc1C(C)NC(=O)c1ccc(OC)cc1 (stereo unspecified) | 3% | 3% | -2% | -8% | 12% | -13% | -7% | 12% | -1% |

This is a subset (hit frequency here may not be typical).
